FUS suppressor = rescues growth of FUS-expressing yeast | S. cerevisiae FUS-expressing, growth rescue, OD600, 24 h | Potency, µM (doses to about 76.6 µM), for inactives: top-dose growth rescue (activation), usual class: activators | 390,000 tested, 0.24% active | AID 1347120;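 further: potency means the concentration at half of the fitted maximal effect; plate controls were DMSO vehicle for no effect and reference control for full effect; nearly all actives have a fitted effect of over 55% in size; some results filed as inactive show a strong effect at the top dose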
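S. cerevisiae expressing FUS from galactose induction served as the toxicity model. Growth after 24hr at 30C, read as absorbance at 600 nm, indicates suppression of toxicity; compounds dosed at several concentrations.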
PTHR1 ag = activates the human parathyroid hormone receptor PTHR1; Potency, µM (top dose mostly 115 µM), inactives show at the highest dose activation, usual class: activators; HEK293 GP2 PTHR1 cells, GloSensor cAMP luminescence, 1 h; 410,000 tested, 0.075% active; further: potency means the concentration at half of the fitted maximal effect; nearly all actives have a fitted effect of over 55% in size; some results filed as inactive show a strong effect at the top dose; inactives centre near -15; many of its hits are not listed in these tables
Target sequence (Q03431 whole entry, looked up): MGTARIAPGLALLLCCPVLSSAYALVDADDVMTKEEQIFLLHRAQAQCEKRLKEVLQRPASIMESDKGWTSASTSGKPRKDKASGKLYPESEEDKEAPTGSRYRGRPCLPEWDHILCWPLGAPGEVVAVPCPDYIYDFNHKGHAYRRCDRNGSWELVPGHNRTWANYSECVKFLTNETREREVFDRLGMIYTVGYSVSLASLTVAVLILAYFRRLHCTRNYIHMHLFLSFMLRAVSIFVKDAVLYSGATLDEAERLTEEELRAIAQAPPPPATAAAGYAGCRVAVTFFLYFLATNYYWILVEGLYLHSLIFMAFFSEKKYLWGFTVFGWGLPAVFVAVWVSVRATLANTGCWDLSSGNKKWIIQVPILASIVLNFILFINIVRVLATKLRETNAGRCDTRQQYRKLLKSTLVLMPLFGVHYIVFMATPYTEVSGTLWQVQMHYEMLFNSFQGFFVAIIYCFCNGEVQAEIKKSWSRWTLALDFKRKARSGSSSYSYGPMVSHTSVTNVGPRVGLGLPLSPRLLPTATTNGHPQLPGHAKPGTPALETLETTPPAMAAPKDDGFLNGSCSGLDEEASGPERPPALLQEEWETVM
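HEK-293-derived GP2 cells expressing PTHR1 and a GloSensor cAMP reporter, 3,000/well, plated overnight, given luciferin plus IBMX (each 0.5 mM as added) for 1 h at 37 °C, then compound for 1 h at 37 °C. Luminescence was read after 15 min at room temperature.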
TDP-43 yeast inh = inhibitors of TDP-43 toxicity in yeast; 410,000 tested, 1.8% active; TDP-43 expressing yeast growth rescue, BacTiter-Glo, 24 h; Potency, µM (top dose mostly 46.1 µM), for the others: at the top dose growth rescue (activation), hits mostly activators; further: potency means the concentration at half of the fitted maximal effect; % of control where 0% means no effect; nearly all actives have a fitted effect of over 50% in size
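Readout is BacTiter-Glo luminescence of cell growth, so inhibitors register as activators. TDP-43-expressing yeast at OD600=0.02 in galactose medium, after raffinose pregrowth to mid-log, were incubated with compound for 24 hr at 30 deg C.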
MmCpn inh = inhibitors of Methanococcus maripaludis chaperonin (MmCpn) | purified Mm-Cpn ATPase, ADP Transcreener TR-FRET | 330,000 tested, 0.031% active | Potency, µM (titrated, usually from 76.9 µM), for inactives: at the highest dose activity, negative = inhibition, usual class: inhibitors; further: potency means the concentration at half of the fitted maximal effect; on the % scale 0 is the no-effect control and ±100 the full control effect; nearly all actives have a fitted effect of over 80% in size
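Purified archaeal Mm-CPN (25nM final) preincubated 10 min at 37degC with compound, then 10uM ATP for 30 min at 37degC; ADP measured by HTRF Transcreener TR-FRET; buffer 30 mM TRIS pH 7.4, 100mM KCl, 5mM MgCl2, 1mM DTT.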
GLP-1R inv ag = GLP-1 receptor (human) inverse agonism; P43220; 410,000 tested, 1.6% active; AID 624417; HEK293 GLP-1R CRE-luciferase, luminescence, 24 h; GLP-1R form is constitutively active; Potency, µM (doses to about 38.3 µM), without a hit: top-dose activity change, negative = inhibition, actives largely listed as inhibitors; further: potency means the concentration at half of the fitted maximal effect; on the % scale 0 is the no-effect control and ±100 the full control effect; nearly all actives have a fitted effect of over 55% in size
Target sequence (P43220 whole entry, looked up): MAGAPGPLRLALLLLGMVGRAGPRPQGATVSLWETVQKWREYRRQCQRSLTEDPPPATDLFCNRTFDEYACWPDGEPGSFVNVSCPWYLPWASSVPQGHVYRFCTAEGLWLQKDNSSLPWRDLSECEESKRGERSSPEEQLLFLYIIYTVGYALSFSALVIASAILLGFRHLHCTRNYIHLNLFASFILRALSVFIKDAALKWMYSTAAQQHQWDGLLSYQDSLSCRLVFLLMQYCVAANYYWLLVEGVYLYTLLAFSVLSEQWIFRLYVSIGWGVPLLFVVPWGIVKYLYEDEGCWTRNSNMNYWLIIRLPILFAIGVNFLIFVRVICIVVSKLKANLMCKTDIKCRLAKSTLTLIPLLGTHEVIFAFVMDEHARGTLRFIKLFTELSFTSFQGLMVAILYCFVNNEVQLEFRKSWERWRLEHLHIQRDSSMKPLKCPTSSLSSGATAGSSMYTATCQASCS
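HEK293 cells stably co-expressing constitutively active GLP-1R and a cAMP-responsive luciferase reporter were seeded in DMEM with 10% Nu serum, given compounds after 12 h, and incubated 24 h at 37 deg C. Luminescence was then read.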
aSyn yeast inh = alpha-synuclein toxicity inhibition in yeast | Yeast expressing alpha-synuclein, growth rescue, BacTiter-Glo, 24 h | Potency, µM (highest dose often 46.1 µM), for the others: at the top dose growth rescue (activation), most hits filed as activators | 370,000 tested, 0.14% active | AID 652106; further: potency means the concentration at half of the fitted maximal effect; % of control where 0% means no effect; nearly all actives have a fitted effect of over 65% in size
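Galactose-induced alpha-syn yeast (OD600=0.02, raffinose-pregrown) + pinned cpd, 24 hr, 30 deg C; growth by BacTiter-Glo luminescence. Growth restoration scores as activation.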
pAkt inh = blocks phosphorylation of Akt. Neuro2A IGF-stimulated pAkt S473 HTRF, 20 min; hits give low values. activity change, % for hits at 50 µM. 360,000 tested, 0.32% active. AID 651550; in the data active means activity change below about -80%; inconclusive means mostly about -51% to -80%; further: on the % scale 0 is the no-effect control and ±100 the full control effect
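Neuro2A cells (4,500/well, DMEM with 0.5% FBS) were treated with compound at a single 50 µM final concentration, stimulated with 6 nM IGF for 20 min at 37 °C, and lysed. Phospho-Akt Ser473 was read by HTRF as 665/615 ratio ×10^4.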
Abeta rescue = compounds reversing amyloid beta toxicity in yeast; yeast expressing A-beta42, growth rescue, OD600, 48 h; response scale: 0% DMSO, 100% iron-clioquinol control; Potency, µM (titrated, usually from 46.1 µM), for inactives: at the highest dose growth rescue, usual class: activators; 410,000 tested, 0.063% active; AID 1347071; further: potency means the concentration at half of the fitted maximal effect; nearly all actives have a fitted effect of over 55% in size
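Yeast growth medium received pinned compounds, then yeast cells expressing toxic A-beta were added; plates incubated at 30 C for 48 hr. Growth read as absorbance at 600 nm, normalized to DMSO and equimolar FeCl3 plus clioquinol controls.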
GLP1R cytotox = cytotoxicity in counter-screen for GLP-1R inverse agonists; HEK293 cAMP-luciferase reporter cells, luminescence, 24 h; Potency, µM (highest dose often 38.3 µM), for inactives: at the top dose activity change, negative = inhibition, usual class: inhibitors; 410,000 tested, 0.13% active; AID 624418;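 further: loss of luciferase light is scored as toxicity; potency means the concentration at half of the fitted maximal effect; on the % scale 0 is the no-effect control and ±100 the full control effect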
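To flag toxic compounds, the library was rerun on cells for 24 hr at 37 deg C and 5% CO2. Viability-linked luminescence was captured 12 min after adding luciferase detection reagent.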
Starred values were filed as active, the others as inactive; i = inactive; ? = inconclusive; nt = no result given; [ ] = dose if it differs, or a comment. Unless noted, the call rests on the fitted dose curve; in most records, active means well fitted curve in the direction sought with a large enough effect; inconclusive means small, poorly fitted or top-dose-only effect, or another doubt; inactive means no such curve, though single readings can be large; an effect the other way counts as inactive or inconclusive. Not all compounds are listed; count on the stated rates, not on these rows.

Order of values – pAkt inh, MmCpn inh, TDP-43 yeast inh, aSyn yeast inh, GLP1R cytotox, GLP-1R inv ag, Abeta rescue, PTHR1 ag, FUS suppressor
> CCC(c1c(C)[nH]oc1=O)c1c(C)[nH]oc1=O
→ i, 0%, 0%, 1%, 3%, 0%, -1%, i, 21%
> C[C@@H]1NS(=O)(=O)c2cc(Cl)ccc2O[C@@H]1c1ccccc1
→ i, nt, 18µM*, 21%, 3%, 4%, ?, -17%, -8%
> Fc1ccc(-n2nnc(-c3ccccc3)n2)cc1
→ i, -1%, 25%, 0%, 1%, 16%, -16%, -14%, -18%
> COc1ccc(C(O)(CCc2ccccc2)CCN2CCCCC2)cc1 (configuration not stated)
→ i, 0%, -10%, 6%, -11%, ?, 1%, i, 9%
> CCC(C)NC(=O)CSC1=Nc2ccccc2C2=NC(c3ccccc3)C(=O)N12 (configuration not stated)
→ i, 0%, 9%, 10%, -11%, 8%, 15%, -26%[57.5 µM], 21%
> COC(=O)Nc1c(C)nn(Cc2ccccc2C)c1C
→ i, -1%, -20%, -16%, -9%, 0%, -6%, i, 1%
> CC(C)CN(C(=O)CCC1CCCCC1)c1c(N)n(CC(C)C)c(=O)[nH]c1=O
→ i, -1%, -11%, -3%, 2%, 48%[activator], -5%, -12%, -7%
> O=C(NNC(=O)c1ccccc1O)c1ccc(S(=O)(=O)Nc2ccccc2)cc1
→ i, -2%, 2%, -6%, -17%, -20%, -14%, i, 15%
> COCCCNC(=O)/C(C#N)=C/c1cccc(NC(=O)c2ccccc2Cl)c1
→ i, -5%, 6%, 19%, -5%, ?, 3%, -24%, nt
> CCc1nnc(NC(=O)C2CCN(C(=O)c3ccccc3C)CC2)s1
→ i, 1%, 18%, 4%, -9%, 10%, 13%, i, 3%
> CCC(C)NC(=O)CSc1nc2cc3c(cc2c(=O)n1CCCC(=O)NCCc1ccc(OC)c(OC)c1)OCO3 (configuration not stated)
→ nt, nt, 12%, nt, 2%, 13%, -6%, i, 2%
> COC(=O)c1ccccc1NC(=O)NCc1ccncc1
→ i, -2%, 2%, 1%, 6%, 14%, -12%, i, -27%
> NC(=S)NC(c1ccccc1)c1ccncc1 (configuration not stated)
→ i, nt, -16%, -1%, 0%, 6%, -6%, -1%, 12%
> O=C(NCc1ccc(F)cc1)c1cc(C2CCCCN2C(=O)CCCc2ccccc2)on1 (configuration not stated)
→ i, nt, 19%, 9%, 4%, ?, -9%, -13%, ?
> O=C(CSc1nccn1-c1ccc(F)cc1)Nc1ccc2c(c1)OCO2
→ i, 1%, ?, -3%, -19%, ?, 35%, -64%[inhibitor][57.5 µM], 21%
> O=C(N/N=C/c1c(O)n(Cc2ccco2)c(=O)[nH]c1=O)c1ccccc1
→ i, 2%, 9%, -12%, 3%, 5%, -12%, -8%, 3%
> Cc1ccc(-c2nn3nnnc3c3ccccc23)cc1
→ i, 0%, -3%, 2%, -23%, 6%, -7%, i, -2%
> COc1ccc(OCCn2c(=O)sc3ccccc32)cc1
→ i, -1%, 16µM*, 25µM*, 6%, -7%, 14%, -34%[inhibitor], -16%
> O=C(NCCc1ccc(Cl)cc1)c1cccn1-c1nnc(N2CCCCC2)s1
→ nt, nt, 6%, nt, -8%, ?, 8%, -21%, ?
> CC1CCC(NC(=O)COC(=O)c2n[nH]c(=O)c3ccccc23)CC1 (configuration not stated)
→ i, 2%, 12%, 3%, -5%, 2%, 1%, i, -2%
> CCN(CC)CCOC(=O)C1c2ccccc2Oc2ccccc21
→ i, -2%, 18%, 2%, -38%, -9%, 30%, i, 8%
> O=C(C1CCOCC1)N1CCCC(N2CCN(c3cccc(Cl)c3)CC2)C1 (configuration not stated)
→ i, -7%, 1%, 1%, -9%, 2%, 7%, -16%, -9%
> CC1(C(=O)NCc2cccc(C(F)(F)F)c2)CCN1Cc1ccc2ccccc2c1 (configuration not stated)
→ i, nt, 11%, 3%, 6%, ?, -3%, -11%, 17%
> CC(C)COC(=O)C1C2C=CC3(CN(C4CCCC4)C(=O)C13)O2 (configuration not stated)
→ i, -2%, 6%, -4%, -22%, 16%, 20%, -15%, -15%
> O=C(Nc1nc2ccc(F)cc2s1)c1nc(S(=O)(=O)Cc2ccccc2F)ncc1Cl
→ nt, nt, ?, nt, -24%, -30%, -8%, -37%[inhibitor], ?
> COc1cc(NS(=O)(=O)c2ccc(NC(=O)COc3ccc(C)cc3C)cc2)nc(OC)n1
→ i, -1%, -18%, 3%, 31%, -6%, -2%, -15%[57.5 µM], 52%
> CC1CCCC(C)N1CCNC(=O)C1CCN(S(=O)(=O)N2CCCCC2)CC1 (configuration not stated)
→ i, 1%, -13%, 0%, -2%, -10%, 5%, i, 0%
> NS(=O)(=O)c1ccc(NN=C2CCN(Cc3ccccc3)CC2)c([N+](=O)[O-])c1
→ i, 0%, 8%, 2%, 0%[7.66 µM], 2%[7.66 µM], 15%, -16%, 1%
> CCc1ccccc1NC(=O)NC(CC)Cn1nnc2ccccc2c1=O (configuration not stated)
→ nt, nt, -8%, nt, -10%, -3%, -12%, -15%, -4%
> CC(C)N1C(=S)SC(C)(C)C1n1oc(=O)n(-c2ccc(Cl)c(Cl)c2)c1=O (configuration not stated)
→ i, 2%, 17%, 9%, -13%, 0%, 23%, -11%, 27%
> COc1cc2ncnc(NCc3cc(F)ccc3F)c2cc1OC
→ i, 0%, 5%, 1%, -6%, 63%[activator], -11%, i, 24%
> O=C(C1CC1)N1CCc2cc(S(=O)(=O)N(CCO)Cc3ccccc3)ccc21
→ i, -2%, -12%, -2%, -2%, 95%[activator], -3%, -32%[inhibitor], 15%
> CCOC(=O)N1CCN(CC(O)COCc2cc(OC)c(OC)c(OC)c2)CC1 (configuration not stated)
→ i, 2%, -15%, -1%, 5%, 12%, -4%, i, -5%
> O=C(COc1ccc2ccccc2c1)NCCn1ccc2ccccc21
→ i, 2%, 22µM*, ?, -3%, ?, ?, -24%, ?
> CC(C)CC(=O)N1CCC(N(CCc2ccccc2)Cc2ccccc2)CC1
→ i, -1%, 4%, 4%, 2%, ?, 18%, -10%, -13%
> C/C(=C\c1ccccc1)C(=O)NC1CCSC1=O (configuration not stated)
→ i, -2%, -17%, -11%, -11%, 0%, -1%, -7%[57.5 µM], 19%
> CC(C)C(OC(=O)CN1C(=O)COc2ccccc21)C(=O)NC1CCCCC1 (configuration not stated)
→ i, 0%, 3%, -5%, 9%, 13%, -1%, -6%, -4%
> CC1CCn2c(nc3cc(C(=O)NCCc4ccccc4)ccc32)C1 (configuration not stated)
→ nt, nt, 24%, nt, 4%, ?, 0%, -22%, -20%
> Cn1cnnc1SCC(=O)Nc1cc(C(F)(F)F)ccc1N1CCOCC1
→ i, 1%, 24%, 3%, 12%, 20%, -5%, i, -6%
> O=C(CCn1c(=O)[nH]c2ccccc2c1=O)Nc1ccccc1
→ i, -1%, 12%, -13%, -7%, 0%, 2%, i, 16%
> O=C(NCCCN1CCOCC1)c1ccc(Cl)cc1[N+](=O)[O-]
→ i, 2%, 5%, 6%, -17%, 18%, 7%, i, -38%
> Cc1ccc(S(=O)(=O)N2CCCc3cc(NS(=O)(=O)c4cc(F)ccc4F)ccc32)cc1
→ nt, nt, 21%[9.22 µM], nt, -20%, ?, -6%, -50%[inhibitor], 45%
> O=C1CCN(Cc2ccccc2)S(=O)(=O)c2ccc(F)cc21
→ i, 0%, 0%, 15%, -9%, 11%, 6%, -6%, -8%
> Cc1csc(NC(=O)c2sccc2C)n1
→ i, 1%, -30%, -36%[inhibitor], -11%, ?, -16%, -18%, 9%
> Cc1ccc(S(=O)(=O)NC(=O)N2CCCC2)cc1
→ i, nt, 5%, 1%, -2%, 19%, 5%, i, nt
> COc1ccc(Cc2n[nH]c(=S)o2)cc1
→ i, 0%, 7%, -6%, 12%, 5%, ?, i, -3%
> Cc1cc(C)n(C(=O)c2ccc(Cl)c(F)c2F)n1
→ i, -1%, 6%, -10%, 2%, 7%, -7%, i, -17%
> O=C(NCCCN1CCOCC1)C1CC(=O)N(C2CCCCC2)C1 (configuration not stated)
→ i, 2%, -1%, 3%, 5%, 5%, 12%, i, 18%
> CCN(CC)S(=O)(=O)c1ccc(Cl)c(NC(=O)COc2ccc(OC)cc2[N+](=O)[O-])c1
→ i, -2%, 13%, 2%, 11%, 11%, ?, i, 1%
> CCOC(=O)c1sc(NC(=O)CSc2nnc(C(C)C)n2C)nc1C
→ i, 1%, 4%, 3%, -12%, 14%, 6%, i, 15%
> COc1ccc(S(=O)(=O)NC(=O)C2(C)CCN2C(=O)c2c(C)noc2C)cc1 (configuration not stated)
→ i, nt, 29%, 1%, 5%, 20%, -11%, i, -11%
> COc1cc(NC(=O)C2Cc3ccccc3N2C(=O)c2ccccc2)cc(OC)c1 (configuration not stated)
→ nt, nt, 22%, nt, -13%, ?, 10%, i, 9%

Whole records as entered above. Values in the order: pAkt inh	MmCpn inh	TDP-43 yeast inh	aSyn yeast inh	GLP1R cytotox	GLP-1R inv ag	Abeta rescue	PTHR1 ag	FUS suppressor
CCOC(=O)c1sc(NC(=O)CSc2nnc(C(C)C)n2C)nc1C across the screens: i	1%	4%	3%	-12%	14%	6%	i	15%
CCN(CC)S(=O)(=O)c1ccc(Cl)c(NC(=O)COc2ccc(OC)cc2[N+](=O)[O-])c1 across the screens: i	-2%	13%	2%	11%	11%	?	i	1%
